# Compound activity as filed in PubChem.
# BoNT-A LC inh2 – BoNT/A light chain protease inhibitors, primary screen, biochemical, flow cytometry, MLPCN library; Botulinum neurotoxin type A light chain protease (Clostridium botulinum A str. ATCC 3502); multiplex microsphere protease substrate cleavage; inhibition, % at 10 µM; 360,000 compounds, 0.17% hits; AID 588499, 2011; further: plate controls were buffer without enzyme for full effect and enzyme alone for no effect
# MazEF act – activators of E. coli MazEF toxin-antitoxin RNase, primary screen, biochemical, fluorescence, uHTS | FAM/BHQ RNA-DNA oligo cleavage fluorescence, 5 h | activation, % at 20 µM | 350,000 compounds, 0.32% hits | AID 504720, 2011; in the data active means activation above about 50%
# SARS 3CLpro inh – SARS-CoV 3CLpro protease inhibitors, primary screen, biochemical, quenched FRET. recombinant SARS-CoV 3CLpro, quenched FRET peptide cleavage. inhibition, % at 6 µM. 290,000 compounds, 0.14% hits; in the data active means inhibition above about 12%
# Rv3671c protease – Rv3671c serine protease inhibitors, primary screen, biochemical, fluorescence polarization, M. tuberculosis H37Rv | P9WHR9 | inhibition, % at 5.96 µM | 320,000 compounds, 0.048% hits; in the data active means inhibition above about 38%;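 further: extracellular domain of Rv3671c used as enzyme; 0% = enzyme with DMSO and 100% = no enzyme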
# SSB-PriA inh – inhibitors of Klebsiella pneumoniae PriA binding to SSB C-terminal tail, primary screen, biochemical, AlphaScreen. PriA–SSB C-terminal tail interaction (Klebsiella pneumoniae). AlphaScreen SSBct-PriA binding, biotinylated peptide. inhibition, % at 33 µM. 430,000 compounds, 0.6% hits; in the data active means inhibition mostly above about 37%, no sharp cut-off; inactive means mostly below about 20%;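 further: plate controls were negative control peptide for no effect and reference peptide for full effect; strong numbers were not always called active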
# BoNT F protease – BoNT/F light chain protease inhibitors, primary screen, biochemical, flow cytometry, MLPCN library. Botulinum neurotoxin type F light chain protease (Clostridium botulinum). Multiplex microsphere protease cleavage assay. inhibition, % at 10 µM. 360,000 compounds, 0.22% hits. AID 588497, 2011; in the data active means inhibition above about 35%, passing the limit was not always enough; inconclusive means no clear call, values can overlap the other calls; further: plate controls were buffer without enzyme for full effect and enzyme alone for no effect
# VHR inh abs – VHR1 phosphatase inhibitors, primary screen, biochemical, absorbance, uHTS. recombinant VHR phosphatase, pNPP absorbance. inhibition, % at 13.3 µM. 290,000 compounds, 0.52% hits. AID 1654, 2009; in the data active means inhibition above about 50%; further: some compounds called inactive have numbers as strong as hits
# Target sequence (P51452 whole entry, looked up): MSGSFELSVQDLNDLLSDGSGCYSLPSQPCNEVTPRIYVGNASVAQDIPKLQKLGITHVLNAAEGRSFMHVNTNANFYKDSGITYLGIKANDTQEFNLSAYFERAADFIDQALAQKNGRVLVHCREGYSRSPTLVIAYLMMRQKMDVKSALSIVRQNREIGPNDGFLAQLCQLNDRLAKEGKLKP
# CCHFV vOTU inh – CCHFV vOTU protease inhibitors, primary screen, biochemical, Pep-AMC substrate, fluorescence | AID 651958, 2012 | 370,000 compounds, 0.55% hits | inhibition, % at 11.5 µM; in the data active means inhibition above about 30%; further: 0% = vehicle wells with enzyme and 100% = no enzyme wells
# PrPC surface inh – inhibitors of human cell surface prion protein PrPC, primary screen, cell-based, TR-FRET; 370,000 compounds, 0.43% hits; TR-FRET read-out; inhibition, % at 13.8 µM; AID 720596, 2013; in the data active means inhibition above about 24%; further: 0% = median of the test wells and 100% = reference compound wells
# Anthrax LF inh2 – Bacillus anthracis LF protease inhibitors, primary screen, biochemical, multiplex microsphere, MLPCN library; Lethal factor (Bacillus anthracis), P15917; multiplex microsphere protease cleavage assay; inhibition, % at 10 µM; 360,000 compounds, 0.12% hits; AID 588501, 2011; further: plate controls were buffer without enzyme for full effect and enzyme alone for no effect
# Target sequence (P15917 whole entry, looked up): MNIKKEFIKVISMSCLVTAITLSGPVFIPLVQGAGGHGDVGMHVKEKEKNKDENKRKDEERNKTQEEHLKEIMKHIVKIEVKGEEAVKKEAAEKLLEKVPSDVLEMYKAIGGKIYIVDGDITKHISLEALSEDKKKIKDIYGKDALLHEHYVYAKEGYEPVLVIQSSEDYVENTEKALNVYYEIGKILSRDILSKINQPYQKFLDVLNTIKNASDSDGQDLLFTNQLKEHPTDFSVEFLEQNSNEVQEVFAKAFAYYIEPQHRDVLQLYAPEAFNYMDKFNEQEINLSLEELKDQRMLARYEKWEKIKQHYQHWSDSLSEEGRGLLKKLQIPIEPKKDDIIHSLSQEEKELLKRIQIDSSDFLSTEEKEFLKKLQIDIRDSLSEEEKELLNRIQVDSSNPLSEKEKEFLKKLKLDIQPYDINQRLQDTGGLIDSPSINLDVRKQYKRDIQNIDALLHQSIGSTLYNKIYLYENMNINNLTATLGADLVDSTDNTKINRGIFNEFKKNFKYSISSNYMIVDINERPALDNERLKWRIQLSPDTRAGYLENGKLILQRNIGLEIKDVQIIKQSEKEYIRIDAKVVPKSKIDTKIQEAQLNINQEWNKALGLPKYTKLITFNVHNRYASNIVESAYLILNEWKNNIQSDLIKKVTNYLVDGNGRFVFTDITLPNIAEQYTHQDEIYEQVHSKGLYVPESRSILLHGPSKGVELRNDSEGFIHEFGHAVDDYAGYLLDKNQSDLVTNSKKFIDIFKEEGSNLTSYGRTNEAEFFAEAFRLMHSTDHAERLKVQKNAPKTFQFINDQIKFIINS
# The depositor's hits bear a star; ? = inconclusive; . = no result given. Unless noted, no stated cut-off is given here; in the data, active means inhibition above about 30%; inconclusive means no clear call, values can overlap the other calls; inactive means below that.
SMILES,BoNT-A LC inh2,MazEF act,SARS 3CLpro inh,Rv3671c protease,SSB-PriA inh,BoNT F protease,VHR inh abs,CCHFV vOTU inh,PrPC surface inh,Anthrax LF inh2
CCN(CC)CCNc1ccc2nnc(CCNS(=O)(=O)c3ccc(C)cc3)n2n1,-0.2,-4,-3,-2,-7,-2,10,6,8,0
C=CC1CN2CCC1CC2c1[nH]c2ccccc2c1CCO (centres undefined),0.5,11,-1,-1,-6,-5,5,-12,0,0
O=C(O)c1c(NC(=O)N2CCOCC2)sc2c1CCCC2,-3.1,-1,-2,5,-7,4,.,5,-3,19
COCC(Cc1ccccc1)NC(=O)Cn1cc(C)c(=O)[nH]c1=O (centres undefined),-0.4,7,.,.,0,-11,.,-12,6,3
Cc1cc(C)c(S(=O)(=O)Nc2ncccc2C)c(C)c1,3.8,1,-2,1,12,?,-10,-4,-3,4
CC(=O)C1=C(Nc2ccccc2)CC(C)(O)C(C(C)=O)C1c1ccccc1 (centres undefined),?,3,5,5,-13,?,25,-14,-1,18
O=C(CNC(=O)c1ccc(Cl)cc1)Nc1ccc(Br)cc1C(=O)c1ccccc1,0.5,-8,5,-22,-12,1,6,4,5,0
O=C(O)CNC(=O)/C(=C/c1ccco1)NC(=O)/C=C/c1ccccc1,0.2,-7,5,-3,-8,1,0,-7,2,-1
CN(C)S(=O)(=O)c1ccc(C(=O)NCc2nnc(SCC(=O)N3CCCCCC3)o2)cc1,-1.3,-1,4,-6,-9,4,10,-3,-2,4
CN(C)C(=O)Oc1ccc2oc(=O)cc(-c3cc4ccccc4o3)c2c1,0.4,-2,4,0,5,5,20,5,-6,0
CC(=O)c1cccc(NC(=O)Cn2cnc(S(=O)(=O)N3CCC(C)CC3)c2)c1,1.4,-66,2,5,0,0,-9,.,.,0
O=C(Nc1ccc2oc(-c3ccccc3)nc2c1)c1cccnc1,-0.1,6,-4,-6,5,-10,20,0,8,1
Cc1ccc(O)c(C(=O)c2cc(C#N)c3nc4ccccc4n3c2)c1,-0.7,90*,0,-5,2,-5,15,-10,12,-2
O=C(NCc1cccnc1)c1ccc(NC(=O)c2ccco2)cc1,-0.5,8,-2,-22,0,3,17,0,6,-3
O=C1CCCC/C1=C\Nc1ccc(S(=O)(=O)Nc2cnc3ccccc3n2)cc1,1.5,-25,-5,-3,0,2,33,3,-3,-1
COc1ccc(/C=N/OCC(=O)NCc2cccs2)c(OC)c1,-0.5,0,0,-2,.,-4,5,-11,7,-3
CC(=O)c1cccc(NC(=O)c2cc(S(=O)(=O)N3CCOCC3)cs2)c1,-0.1,1,-2,4,-24,-6,-5,7,-4,0
CCCC(=O)C1=C(O)C(C(=O)OC)C(C)(C)CC1=NC (centres undefined),-0.1,0,-8,0,-13,0,-14,8,-2,0
S=C(Nc1ccccc1)N(Cc1ccccc1)Cc1ccncc1,0.9,2,7,-4,0,-3,35,-1,0,-5
O=C(O)C1CCCCC1C(=O)Nc1nccs1 (centres undefined),2.4,8,-8,-13,11,4,-3,0,5,0
CC(C)Cc1nnc(NC(=O)CCC(=O)N2CCC(C)CC2)s1,-0.6,0,-1,-3,-5,11,-9,6,-4,-2
CNc1nc(N)c([N+](=O)[O-])c(NCc2ccccc2)n1,-0.6,11,-1,5,1,-2,-4,13,-4,-3
COCC(C)N=C1SCCN1Cc1ccccc1 (centres undefined),-0.6,-4,-2,4,-8,-6,17,-9,6,12
CCOc1ccccc1-n1c(SCC(N)=O)nc2ccccc2c1=O,0.7,-13,0,-2,5,1,21,13,1,2
O=C1N(c2ccccc2C(F)(F)F)O[C@@]1(c1ccccc1)C1CCCC1,0.2,-1,.,-6,-26,-4,.,8,-5,-2
CSc1nsc(SCc2cnc(C)nc2N)n1,1.4,4,-1,10,-5,7,0,8,-1,1
C[C@@H]1CN([C@H](C)CO)C(=O)c2cc(Br)cnc2O[C@@H]1CN(C)C(=O)c1cccc(F)c1,-0.3,3,.,.,.,3,.,-9,1,-2
Cc1ccc2c(C)c(C(=O)N(Cc3cccs3)C3CCS(=O)(=O)C3)oc2c1 (centres undefined),0.3,-6,1,0,10,-7,10,2,2,-2
O=C(NCCCN1CCOCC1)c1cc(-c2ccc(Br)cc2)on1,15,-17,-7,1,-12,14,11,-3,4,-16
Cn1c(SCC(=O)N2CCN(c3ccccc3)CC2)nnc1-c1c[nH]c2ccccc12,-0.4,0,-2,-4,-7,-2,27,-3,13,-12
CCOc1cc(NC(=S)NCCCN(C)C)c(OCC)cc1NC(=O)C1CC1,-1.9,10,1,6,-1,-8,-15,-2,4,-2
Nc1cnn(C2CCCO2)c(=O)n1 (centres undefined),-0.5,4,8,0,-1,-6,-10,-5,-8,-3
Cc1cccc(C(=O)OCC(=O)Nc2ccc(N3CCCCC3)cc2)c1O,0.4,-8,0,-1,13,5,-4,0,1,-1
COC(=O)Cc1ccc2oc(-c3cccnc3)nc2c1,-0.3,1,-1,-4,9,-2,13,10,4,-3
COCCn1c(C)cc(C(=O)COC(=O)c2ccc3c(c2)NC(=O)CS3)c1C,-0.2,0,1,-11,-17,0,4,-6,5,0
COc1ccc(NC(=O)Nc2ccc3nonc3c2)cc1,.,21,-1,0,-6,.,37,8,-42,.
Cn1c(SCc2ccccc2)nc2ccsc2c1=O,-1.8,2,4,7,3,-9,-5,1,15,2
O=c1ccc(=O)n2n1CC(O)C2,0.1,7,-2,-1,6,3,29,5,-2,-8
COc1cc(OC)c(C(=O)NCC2CCCO2)cc1OC (centres undefined),-0.5,-3,-1,4,5,3,18,-5,-2,-4
Cc1csc2nc(O)c(C(=O)NC3CCCCCC3)c(=O)n12,-49,3,.,7,-3,-81,.,-7,-1,-16
CCOC(=O)c1ccc(N2C(=O)CC(NC3CCN(C(=O)c4cccc(Cl)c4)CC3)C2=O)cc1 (centres undefined),.,-4,2,0,-3,.,-9,.,.,.
COc1ccccc1OCC(=O)OC/C(O)=C(\C#N)c1nc2ccccc2[nH]1,0.7,-1,-1,-9,8,-8,8,13,31*,0
COc1ccc2c(c1)C(=O)C1(CC2)OC1c1cccnc1 (centres undefined),-0.6,1,.,.,.,-6,.,7,9,2
CCCn1c(-c2ccc(F)cc2)n[nH]c1=S,-0.9,20,-6,-2,-4,6,-19,-1,1,2
Oc1[nH]c2ccccc2c1N=Nc1nc2ccccc2s1,0.4,17,7,5,4,3,12,12,4,-6
Cc1ccc(N(Cc2ccccc2)C(=O)c2cc(S(=O)(=O)N3CCOCC3)ccc2C)cc1,-0.8,-9,.,3,2,-10,.,6,10,3
CC(=O)/C(N=Nc1ccc(SC(F)F)cc1)=C(\C)O,-1.8,-16,0,1,.,-7,45,16,-7,-4
NC(N)=NN=C1c2ccccc2-c2ccccc21,2.5,-2,-2,9,11,82*,.,8,3,49*

# Some of the entries above in another layout.
CC(=O)/C(N=Nc1ccc(SC(F)F)cc1)=C(\C)O
  BoNT-A LC inh2: -1.8
  MazEF act: -16
  SARS 3CLpro inh: 0
  Rv3671c protease: 1
  SSB-PriA inh: .
  BoNT F protease: -7
  VHR inh abs: 45
  CCHFV vOTU inh: 16
  PrPC surface inh: -7
  Anthrax LF inh2: -4
NC(N)=NN=C1c2ccccc2-c2ccccc21
  BoNT-A LC inh2: 2.5
  MazEF act: -2
  SARS 3CLpro inh: -2
  Rv3671c protease: 9
  SSB-PriA inh: 11
  BoNT F protease: 82*
  VHR inh abs: .
  CCHFV vOTU inh: 8
  PrPC surface inh: 3
  Anthrax LF inh2: 49*

# The list continues.
SMILES,BoNT-A LC inh2,MazEF act,SARS 3CLpro inh,Rv3671c protease,SSB-PriA inh,BoNT F protease,VHR inh abs,CCHFV vOTU inh,PrPC surface inh,Anthrax LF inh2
CCOC(=O)c1sc(/N=C/N(C)C)c(C(=O)OCC)c1C,0.0,4,-1,-4,.,-8,15,3,-3,-4
O=c1c2cc(Br)ccc2nc(-c2ccc(Cl)cc2)n1O,4.2,1,1,7,-4,11,52*,-11,2,-5
Cn1c(NC(=O)C2CCCC2)cc(=O)n(C)c1=O,-0.5,-6,-5,0,-6,-6,17,4,-1,-4
O=C(CCN1C(=O)c2ccccc2C1=O)C1=NN[C@@H]2C(=O)N(c3cccc(Cl)c3)C(=O)[C@H]12,-0.2,2,2,-3,-8,-2,-10,-4,-5,-1
Cc1cc(-c2ccc(C(C)C)c(S(=O)(=O)N3CCOc4ccccc43)c2)on1,0.6,-10,4,2,13,-4,-2,22,-4,0
Cc1ccc(F)cc1NC(=O)N1c2ccccc2NC(=O)CC1C (centres undefined),-0.2,4,2,2,-5,-8,28,3,6,1
COc1ccc(CC(=O)Nc2ccc(-c3noc(-c4ccc(Cl)cc4)n3)cc2)cc1,1.0,-33,9,-7,-15,0,9,1,-5,0
O=[N+]([O-])c1cc(Br)cc(/C=N/n2cnnc2)c1O,-1.2,-5,-1,4,.,-8,28,13,-23,-3
Cc1c(C(=O)N2CCC3(CC2)OCCO3)oc2ccccc12,4.5,-2,-7,5,-2,6,-10,-8,-5,5
Cc1ccccc1-n1c(-c2ccco2)nc2ccccc2c1=O,-1.2,-1,4,3,-20,0,13,13,3,-5
CCOC(=O)C1CCCCN1Cc1ccc(-c2ccccc2)cc1 (centres undefined),-3.1,0,1,.,-45,?,35,1,5,0
COc1ccccc1CCn1cnc(Cc2cccc(F)c2)c1C(C)C,-0.1,.,.,.,.,-10,.,12,0,-5

# Record cards (already shown).
# Cc1ccccc1-n1c(-c2ccco2)nc2ccccc2c1=O in the list: BoNT-A LC inh2: -1.2; MazEF act: -1; SARS 3CLpro inh: 4; Rv3671c protease: 3; SSB-PriA inh: -20; BoNT F protease: 0; VHR inh abs: 13; CCHFV vOTU inh: 13; PrPC surface inh: 3; Anthrax LF inh2: -5
# CCOC(=O)C1CCCCN1Cc1ccc(-c2ccccc2)cc1 (centres undefined) in the list: BoNT-A LC inh2: -3.1; MazEF act: 0; SARS 3CLpro inh: 1; Rv3671c protease: .; SSB-PriA inh: -45; BoNT F protease: ?; VHR inh abs: 35; CCHFV vOTU inh: 1; PrPC surface inh: 5; Anthrax LF inh2: 0

# The results go on.
SMILES,BoNT-A LC inh2,MazEF act,SARS 3CLpro inh,Rv3671c protease,SSB-PriA inh,BoNT F protease,VHR inh abs,CCHFV vOTU inh,PrPC surface inh,Anthrax LF inh2
Cc1ccc(NC(=S)NCCC2=CCCCC2)cc1,0.6,6,4,-6,1,3,-10,5,16,-4
CC(C)(C)c1ccc(CN2N=C(/C=C/c3ccccc3)CCC2=O)cc1,-0.6,0,9,-16,-14,-1,5,10,3,-3
O=C(CCCN1C(=O)c2ccccc2C1=O)N1CCCCC1,0.9,15,0,3,-5,11,9,7,-4,4
C=C(C)Cn1c(-c2ccc(OC)cc2)nc2ccccc21,-0.2,-1,1,-10,0,-12,15,2,0,-2
Cc1cnc(NC(=O)c2cc3c(s2)CCCC3)s1,-0.1,7,4,-5,-6,-19,30,7,8,-2
CC(NC(=O)c1cccs1)C(c1cccs1)N1CCN(c2ccccc2)CC1 (centres undefined),0.8,-5,0,-8,1,-3,-8,2,-1,-1
O=C(Cc1ccc([N+](=O)[O-])cc1)NCc1ccc2c(c1)OCO2,-0.1,-4,2,6,-9,-2,-10,-6,-1,0

# This is a subset; rates above refer to the full screens.
